From PubChem
RXFP1 antagonist: antagonists of human relaxin receptor RXFP1 | actives 0.59% (n = 350,000) | AID 1259400 | HEK293-RXFP1, relaxin-stimulated cAMP HTRF, 30 min; hits give low values | activity change, negative = inhibition, % at 57.5 µM;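 active = activity change of -60% or lower, but not beyond a set lower limit; inconclusive = change between -60% and -40%, or beyond the set limit; inactive = change above -40%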; also: % is scaled to controls: 0 for no effect and ±100 for the full control effect
D1 agonist: human D1 receptor agonism. P21728. HEK293 T-REx D1 cells, calcium flux, agonist mode. activation, % at 2 µM. actives 1% (n = 360,000). AID 504660; in the data active = activation above about 30%; also: 0% is about no effect
Target sequence (P21728 whole entry, looked up): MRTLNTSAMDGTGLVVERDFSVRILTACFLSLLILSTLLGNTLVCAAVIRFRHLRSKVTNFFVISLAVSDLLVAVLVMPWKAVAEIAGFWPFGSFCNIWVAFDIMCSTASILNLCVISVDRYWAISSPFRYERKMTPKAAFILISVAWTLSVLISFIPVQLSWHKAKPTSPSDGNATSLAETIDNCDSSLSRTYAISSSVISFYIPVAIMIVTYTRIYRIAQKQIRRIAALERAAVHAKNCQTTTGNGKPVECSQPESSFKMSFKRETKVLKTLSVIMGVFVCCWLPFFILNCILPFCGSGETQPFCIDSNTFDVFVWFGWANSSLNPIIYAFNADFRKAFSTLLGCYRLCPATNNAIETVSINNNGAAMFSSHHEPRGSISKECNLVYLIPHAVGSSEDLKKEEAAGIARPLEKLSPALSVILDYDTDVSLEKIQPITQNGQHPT
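Tetracycline-induced HEK293 TREx D1 cells, force-coupled to calcium signalling, were dye-loaded with a no-wash calcium kit. Compound was pin-added after a 10 s baseline. Fluorescence was read kinetically at 1 cycle/s for 180 s, with calcium rises flagged as agonism.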
D1 antagonist: antagonists of human D1 dopamine receptor; actives 3.2% (n = 360,000); HEK293 TREx D1 cells, calcium flux, dopamine EC80; hits give low values; P21728; activity change, negative = inhibition, % at 10 µM; in the data active = activity change below about -30%; also: % is scaled to controls: 0 for no effect and ±100 for the full control effect
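Tetracycline-induced HEK293 T-REx cells with force-coupled D1 receptor were loaded with a no-wash calcium dye. Compound was added after a 10 s baseline and read kinetically for 180 s; EC80 dopamine was then added and calcium flux followed another 180 s.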
TRHR enhancer: TRH receptor (human) allosteric enhancement; P34981; TRHR cells, fluo-8 calcium fluorescence, EC20 TRH enhancement; enhancement, % at 2 µM; actives 0.66% (n = 360,000); in the data active = enhancement above about 30%; also: 0% is about no effect
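Enhancer read-out: after compound pinning and an initial kinetic agonist-mode read, an EC20 of TRH (10 nM final) was injected and fluo-8 calcium signal (Ex 480/Em 530) followed at 1 s/cycle for 100 cycles in TRHR-expressing cells.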
Anesthetic bind: candidate novel general anesthetic via apoferritin binding | P02791 | apoferritin/1-aminoanthracene competitive binding, fluorescence | Potency, µM (doses to about 77.5 µM), for the others: at the highest dose activity change, negative = displacement, hits mostly inhibitors | actives 0.074% (n = 350,000) | AID 485281; also: potency is read from the fitted curve at half-maximal effect; % is scaled to controls: 0 for no effect and ±100 for the full control effect; nearly all actives have a fitted effect of over 20% in size
Target sequence (P02791 2-175 limits assumed): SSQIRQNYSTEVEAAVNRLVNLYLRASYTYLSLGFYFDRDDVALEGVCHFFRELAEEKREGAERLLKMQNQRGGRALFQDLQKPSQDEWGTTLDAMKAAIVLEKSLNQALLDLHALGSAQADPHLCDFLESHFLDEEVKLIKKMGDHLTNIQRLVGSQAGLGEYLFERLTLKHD
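Steps: apoferritin (10 uM) was premixed with half-saturated 1-AMA in PBS, compounds were pin-transferred, plates stood 10 min at room temperature, fluorescence was read at 380/535 nm, and curves were fitted with a Hill equation.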
RXFP1 agonist: agonists of human relaxin receptor RXFP1; HEK293T-RXFP1 cAMP TR-FRET, 30 min; response scale: percent of porcine relaxin response, buffer zero; Potency, µM (top dose mostly 57.5 µM), for inactives: at the highest dose activation, most hits filed as activators; actives 0.3% (n = 370,000); also: potency is read from the fitted curve at half-maximal effect; % is scaled to controls: 0 for no effect and ±100 for the full control effect; nearly all actives have a fitted effect of over 60% in size; many of its hits are not listed in these tables
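HEK293T cells stably expressing RXFP1 were pretreated with the PDE4 inhibitor Ro 20174, exposed to compounds for 30 min at 37C, lysed, and cAMP was read by TR-FRET. Data normalized to buffer (basal) and 29 nM porcine relaxin (100%).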
TRHR ag: activates the human TRH receptor | TRHR cells, calcium flux fluo-8, FDSS agonist mode | actives 0.18% (n = 360,000) | P34981 | AID 493084 | activation, % at 2 µM; in the data active = activation above about 30%; also: 0% is about no effect
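In this calcium-flux screen, cells bearing human TRHR are dye-loaded with fluo-8, baselined for 10 cycles, then exposed to library compounds; positive kinetic calcium responses during the agonist phase mark hits, with TRH as control.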
D2 potentiator: D2 dopamine receptor (human) potentiation; P14416; potentiation, % at 10 µM; HEK293 T-REx D2, calcium flux, EC20 dopamine potentiation; actives 0.34% (n = 340,000);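 active = potentiation over 3 SD above the plate norm, cut at about 30% in these data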; also: 0% is about no effect
Target sequence (P14416 whole entry, looked up): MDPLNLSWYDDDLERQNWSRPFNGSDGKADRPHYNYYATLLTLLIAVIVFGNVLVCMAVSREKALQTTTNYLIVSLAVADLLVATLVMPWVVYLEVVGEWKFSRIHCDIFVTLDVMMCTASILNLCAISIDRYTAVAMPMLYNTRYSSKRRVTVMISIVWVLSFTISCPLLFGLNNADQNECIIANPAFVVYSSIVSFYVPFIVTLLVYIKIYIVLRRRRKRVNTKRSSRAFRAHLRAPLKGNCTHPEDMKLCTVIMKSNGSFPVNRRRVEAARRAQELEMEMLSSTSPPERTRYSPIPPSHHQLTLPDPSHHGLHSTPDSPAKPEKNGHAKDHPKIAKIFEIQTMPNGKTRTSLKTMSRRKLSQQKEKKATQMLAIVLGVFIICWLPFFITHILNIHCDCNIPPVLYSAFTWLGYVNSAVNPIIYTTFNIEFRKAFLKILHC
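Primary screen. Calcium kinetics in induced HEK293 T-REx D2 cells: compound pre-addition 180 s, EC20 dopamine, 180 s more.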
D1 PAM: human D1 dopamine receptor positive modulation. P21728. HEK293 TREx D1 cells, calcium flux, dopamine EC20 potentiation. potentiation, % at 10 µM. actives 0.036% (n = 360,000). AID 504651; in the data active = potentiation above about 30%; also: 0% is about no effect
* marks the source's active call; other numbers are inactive results; ? = inconclusive; . = not tested or not shown; & = joins results of further samples; [ ] = remark or other dose. Unless noted, calls follow the shape of the dose curve; as a rule, active = well fitted curve in the direction sought with a large enough effect; inconclusive = small, poorly fitted or top-dose-only effect, or another doubt; inactive = no such curve, though single readings can be large; an effect the other way counts as inactive or inconclusive.

Order of results – RXFP1 antagonist | D1 agonist | D1 antagonist | TRHR enhancer | Anesthetic bind | RXFP1 agonist | TRHR ag | D2 potentiator | D1 PAM
Cc1ccc(S(=O)(=O)NCC(=O)NCC(=O)OCC(=O)N2CC(=O)Nc3ccccc32)cc1C
→ 2 | -2 | -10 | -4 | -5% | -0.7% | 0.4 | -8 | 6
COc1ccccc1NC(=O)CSc1nc(N)c(-c2ccccc2)c(=O)[nH]1
→ 2 | 1 | -6 | 5 | -5% | 2.7% | 0.1 | -13 | 4
Cc1ccc(C)c(NC(=O)Cn2cc(C(=O)c3ccc(Cl)cc3)c(=O)c3ccc(C)nc32)c1
→ 4 | 1 | 5 | 3 | 1% | ? | 1.9 | 3 | 1
CCOc1ccccc1N1CCN(CC(=O)NC(=O)NCc2ccco2)CC1
→ -12 | 1 | 8 | 10 | -8% | -0.1% | -0.8 | -5 | -2
COCCNC(=O)c1cc(OC)c(OC)cc1[N+](=O)[O-]
→ 0 | 0 | 3 | 0 | -3% | 0.8% | 0.4 | 7 | -3
CCC(C)(C)NC(=O)Cc1ccc(F)cc1
→ -6 | 5 | -11 | -2 | -6% | 0.3% | 0.7 | -1 | -2
CC(C)(Oc1ccc(Cl)cc1)C(=O)NCC1CCCO1 (stereo unspecified)
→ -7 | 3 | -7 | 5 | . | 0.8% | -0.1 | . | 0
CC(NC(=S)NCCc1ccccc1)C(c1cccs1)N1CCN(C)CC1 (stereo unspecified)
→ -1 | 12 | -21 | -5 | 0% | 0.4% | 0.9 | -22 | -11
Cc1ccc(-c2n[nH]c3c2C(c2cccc(O)c2)N(c2ccc(C(=O)O)cc2)C3=O)cc1 (stereo unspecified)
→ 4 | 1&3 | 15&-3 | 1&0 | 1%&-4% | 0.1%&1.1% | 0.1&-0.1 | -2&3 | 1&3
COC(=O)c1ccccc1NC(=O)CSc1ccc(C)cc1
→ -4 | 0 | -21 | -12 | -2% | 1.2% | 0.5 | -7 | -3
CCOCCCn1c(SCC(=O)/C(C#N)=C(\C)N)nc2ccccc2c1=O
→ . | 0 | 7 | -3 | 5% | 0.4% | -0.8 | 1 | -1
CCN1CCN(c2ccc(S(=O)(=O)N3CCCCC3)cc2NC(=O)/C=C/c2cccc(OC)c2OC)CC1
→ -10 | 10 | -5 | -2 | ? | -0.7% | 1.6 | 5 | -4
CCOC(=O)c1sc(=S)n(Cc2ccccc2)c1N
→ -8 | 10 | 4 | 2 | -18% | 0.4% | 2.5 | -3 | -3
CC1(C)CC(NS(=O)(=O)c2ccc(F)cc2)CC(C)(C)N1
→ 5 | 4 | 5 | 10 | -5% | 0.0% | 0.0 | -9 | -2
CCc1ccc(S(=O)(=O)c2nnn3c2nc(N2CCN(CC)CC2)c2sccc23)cc1
→ -13 | 0 | 9 | -1 | 6% | ? | -0.4 | 3 | 1
CCN1CCN(C(=S)NCc2ccc(C)cc2)CC1
→ 13 | 2 | -14 | 0 | -2% | 1.1% | -1.1 | -4 | -19
O=C(NCCS(=O)(=O)NCc1ccccn1)c1ccccc1
→ -3 | -1 | -4 | 6 | . | 0.1% | 0.3 | . | -1
COc1ccccc1Cn1c(C)nnc1-c1cnn(C)c1N
→ -12 | 3 | 18 | 3 | 2% | 1.9% | 1.5 | 8 | -3
CCC(C)n1c(C)nc2c(c1=O)c1nc3ccccc3nc1n2-c1ccc2c(c1)OCCO2 (stereo unspecified)
→ . | 2 | 7 | 0 | -10% | 1.7% | 0.6 | -4 | -4
COC(=O)c1ccc2c(=O)n(CCCCCC(=O)O)c(=S)[nH]c2c1
→ -6 | 1 | -17 | -4 | -13% | 3.9% | -0.1 | -1 | -7
N#CCc1ccc(NC(=O)Nc2cccc(Cl)c2)cc1
→ . | 10 | -24 | 0 | -6% | 1.4% | 1.6 | 0 | -13
COc1ccc(OC)c(C(=O)CN2C(=O)NC(C)(c3ccccc3)C2=O)c1 (stereo unspecified)
→ -11 | 11 | 61 | -3 | -21% | -3.8% | -0.2 | 7 | -3
COc1cc(Cl)ccc1OCc1cc(C(=O)N(C)C2CCOC2)no1 (stereo unspecified)
→ -27 | 6 | -6 | -3 | -12% | -0.3% | 0.1 | -4 | -5
Cc1ccc(S(=O)(=O)/N=C(/c2ccc(F)cc2)N2CCCCC2)cc1
→ -4 | 0 | -7 | 1 | 5% | 0.4% | -0.1 | -6 | -5
Cc1ccc(Sc2ccc(N)cn2)cc1
→ 6 | 0 | -5 | 4 | -14% | -3.2% | 0.3 | 1 | -10
CC(=O)c1ccc(S(=O)(=O)Nc2cccc(-c3ccc(N4CCCC4)nn3)c2)cc1
→ 2 | 2 | 1 | -2 | -13% | 1.6% | -0.9 | 4 | -2
CCC(C)NC(=O)c1cnn2c1NC(c1cccs1)CC2C(F)(F)F (stereo unspecified)
→ -3 | -2 | 4 | -1 | -19% | -0.2% | -0.5 | 8 | 1
O=C(NCc1cccnc1)c1cccc(Cl)c1
→ -6 | 3 | -3 | 2 | -21% | 2.9% | 0.1 | 0 | 7
O=C(O)C(Cc1c[nH]c2ccccc12)N1Cc2ccccc2C1=O (stereo unspecified)
→ 12 | 2 | -8 | -4 | -5% | -3.6% | 0.3 | -3 | -3
CC(SC(=S)N1CCCC1)C(=O)O (stereo unspecified)
→ -23 | 2 | -10 | 11 | -14% | 2.1% | 0.3 | 5 | 0
COc1ccc(Cl)cc1NC(=S)NNC(=O)CC(C)C
→ -3 | 2 | 13 | -2 | -6% | 1.8% | 0.5 | -3 | 1
Cc1ccc(S(=O)(=O)N2CCC(=O)N(C(COCc3ccccc3)Cc3ccccc3)CC2)cc1 (stereo unspecified)
→ . | 10 | 2 | -3 | -6% | -0.3% | -0.3 | 0 | -4
CCOC(=O)c1c(C)[nH]c(C)c1S(=O)(=O)N1CCC(C(=O)NCc2ccc(N(C)C)cc2)CC1
→ . | 6 | 12 | -4 | 53%[activator] | 1.9% | 0.1 | 0 | -2
O=C(CNC(=O)c1cccc(Cl)c1)OC(C(=O)Nc1cc(C(F)(F)F)ccc1Cl)c1ccccc1 (stereo unspecified)
→ . | 12 | -2 | 11 | . | . | -0.2 | . | -1
COc1ccc(CC(=O)N2CCC(CCC(=O)Nc3ccccc3)CC2)cc1
→ -19 | 4 | -4 | 11 | -7% | 0.8% | 0.2 | -4 | 2
COc1ccccc1C(=O)NNC(=O)C(=O)NCc1ccccc1
→ -36 | 0 | 2 | -5 | -3% | -0.7% | -0.1 | . | -4
CCOC(=O)N1CCN(C(=O)c2ccccc2NC(C)=O)CC1
→ -2 | 1 | -18 | 2 | -7% | 0.8% | -0.3 | -24 | -1
Cc1ccc(CN2C3=NCCN3c3ccccc32)cc1
→ -20 | 10 | -13 | -5 | -8% | 0.5% | -0.2 | 1 | -4
COc1ccc(CCNCC(=O)Nc2ccc(C(=O)N3CCCCC3)cc2)cc1
→ -21 | 17 | -11 | -4 | -16% | -1.9% | 0.5 | . | -2
CCCCC(=O)Nc1ccc(C(=O)Nc2ccc(S(=O)(=O)Nc3ccc(C)cc3)cc2)cc1
→ -4 | 7 | 3 | 19 | -4% | 6.7% | 1.5 | 1 | -10
Cc1ccc(NC(=O)c2nc(S(=O)(=O)Cc3ccccc3)ncc2Cl)cc1
→ -85* | 10 | 9 | 1 | ? | 1.4% | -0.8 | -3 | -21
Oc1ccc(NCc2ccc(OCc3ccccc3)cc2)cc1
→ -3&-30 | 2&4 | -9&-22 | 4&-4 | ? | -5.6%&0.4% | -0.6&0.2 | 8&-8 | -4&-5
CCOc1ccc(-n2nc3ccc(NC(=O)CC)cc3n2)cc1
→ -2 | 6 | 8 | 1 | 31%[activator] | 12% | 0.8 | 5 | -4
CCCCCCC/C=N/Nc1nnc(Cc2ccccc2)c(=O)[nH]1
→ -3 | 3 | 1 | 2 | -7% | 5.9% | -0.3 | 0 | -6
CCOC(=O)c1c(C)[nH]c(C(=O)OCC(=O)Nc2cccnc2Cl)c1C
→ 12 | 2 | 9 | 3 | . | 2.3% | -0.4 | 7 | 3
COc1ccc(NC(=O)C2CSC(C)(C)N2C=O)cc1 (stereo unspecified)
→ -3 | 4 | 0 | 0 | ? | 3.2% | 1.6 | -6 | -10
Cc1c(NS(=O)(=O)c2ccc(NC3CCCC3)c([N+](=O)[O-])c2)c(=O)n(-c2ccccc2)n1C
→ -10 | 0 | 0 | -7 | -7% | 2.7% | -0.3 | . | -2
O=S(=O)(Nc1cccc2ncccc12)c1cccs1
→ -16 | -1 | 0 | -5 | -9% | 1.1% | -0.1 | . | 2
Cc1c(Cl)cccc1NC(=O)CNCc1ccccc1F
→ 0 | 3 | -4 | -4 | -15% | -0.9% | -0.4 | 13 | -2
O=C(Nc1nnc(SCCC2OCCO2)s1)C1CC(=O)N(c2ccccc2)C1 (stereo unspecified)
→ -27 | 3 | 9 | -3 | ? | 2.9% | 0.1 | 7 | -9
Cc1cc(NC(=O)CSc2nnc(NCc3ccccc3)s2)no1
→ -11 | 1 | -9 | 1 | 4% | 0.0% | -0.1 | 6 | 1
COc1cccc(N2C(=O)C(CC(=O)Nc3cccc(F)c3)N(C(C)C)C2=O)c1 (stereo unspecified)
→ -2 | 1 | 3 | -7 | -10% | 0.6% | -0.3 | -5 | -2
O=c1cc(-c2ccccc2)nc2nc[nH]n12
→ 12 | 1 | -1 | 0 | 5% | 0.4% | 0.1 | -1 | 4
Cc1nn(-c2ccccc2)c(C)c1C(=O)Nc1ccc(N2CCOCC2)cc1
→ 2 | 0 | 17 | -2 | -6% | -1.0% | -0.2 | 0 | -6
Cn1c(=N)c(S(=O)(=O)c2ccc(F)cc2)cc2c(=O)n3ccccc3nc21
→ 13 | -1 | -23 | 3 | 1% | -1.3% | -0.3 | -1 | 3
Cc1cccc2c1Sc1ccccc1CC2=O
→ -15 | 0 | 11 | -3 | ? | 3.9% | 0.6 | 12 | 3

Pulled by structure from the list above, two records:
Order of results – RXFP1 antagonist | D1 agonist | D1 antagonist | TRHR enhancer | Anesthetic bind | RXFP1 agonist | TRHR ag | D2 potentiator | D1 PAM
O=C(Nc1nnc(SCCC2OCCO2)s1)C1CC(=O)N(c2ccccc2)C1 (stereo unspecified)
→ -27 | 3 | 9 | -3 | ? | 2.9% | 0.1 | 7 | -9
CCOC(=O)c1c(C)[nH]c(C(=O)OCC(=O)Nc2cccnc2Cl)c1C
→ 12 | 2 | 9 | 3 | . | 2.3% | -0.4 | 7 | 3

Only part of the results is shown. The share of hits here may be higher or lower than overall.
